# TDP1 cell CPT: DT40-hTDP1 cell growth loss with CPT | chicken DT40 Tdp1-/-;hTDP1 cells + 20 nM CPT, ATP luminescence, 48 h | Potency, µM (series often up to 46.2 µM), without a hit: at the top dose activity change, negative = growth inhibition, actives largely listed as inhibitors | actives 12% (n = 420,000) | AID 686979; further: nearly all actives have a fitted effect of over 55% in size
#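 Cell growth measured by CellTiter-Glo luminescence after a minimum 48 h, 37 C compound exposure with 20 nM CPT in Tdp1-knockout DT40 cells stably expressing hTDP1, seeded 400/well; qHTS titration format.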
# KAT2A inh: inhibitors of human GCN5L2 histone acetyltransferase; GCN5L2 HAT assay, ThioGlo1 CoA-SH fluorescence; Potency, µM (highest dose often 58.9 µM), for the others: at the highest dose activity change, negative = inhibition, hits mostly inhibitors; actives 0.21% (n = 390,000)
# Target sequence (Q92830 whole entry, looked up): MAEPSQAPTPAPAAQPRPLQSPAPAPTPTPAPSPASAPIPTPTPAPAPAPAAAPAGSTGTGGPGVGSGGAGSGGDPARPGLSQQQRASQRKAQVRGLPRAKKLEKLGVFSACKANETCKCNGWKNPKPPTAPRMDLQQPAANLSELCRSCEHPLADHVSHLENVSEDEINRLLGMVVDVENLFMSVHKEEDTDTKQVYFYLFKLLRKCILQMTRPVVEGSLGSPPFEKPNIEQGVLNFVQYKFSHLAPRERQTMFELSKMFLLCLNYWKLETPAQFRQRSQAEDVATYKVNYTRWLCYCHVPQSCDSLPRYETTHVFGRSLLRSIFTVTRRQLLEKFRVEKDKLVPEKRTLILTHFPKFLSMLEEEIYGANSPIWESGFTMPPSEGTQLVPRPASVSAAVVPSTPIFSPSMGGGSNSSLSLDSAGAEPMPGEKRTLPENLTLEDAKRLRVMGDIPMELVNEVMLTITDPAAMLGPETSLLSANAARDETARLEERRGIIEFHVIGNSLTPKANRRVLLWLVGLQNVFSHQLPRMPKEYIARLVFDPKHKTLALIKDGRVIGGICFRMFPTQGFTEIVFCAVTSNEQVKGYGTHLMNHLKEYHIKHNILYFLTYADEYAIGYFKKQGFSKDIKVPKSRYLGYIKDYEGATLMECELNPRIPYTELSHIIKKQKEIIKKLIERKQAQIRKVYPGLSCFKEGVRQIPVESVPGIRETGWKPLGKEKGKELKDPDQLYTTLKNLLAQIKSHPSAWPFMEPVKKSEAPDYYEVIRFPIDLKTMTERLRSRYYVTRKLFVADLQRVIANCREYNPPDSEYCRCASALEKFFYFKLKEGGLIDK
#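 Free CoA generated was detected with ThioGlo1 (50uM) fluorescence at Ex340nm/Em540nm, read immediately and after 20 min at room temperature. Enzyme, 20 nM in HEPES pH 7.5 buffer, saw compounds 15 min before adding 75uM H3(1-25) peptide and 70uM acetyl-CoA.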
# TDP1 cell noCPT: qHTS for Inhibitors of human tyrosyl-DNA phosphodiesterase 1 (TDP1): qHTS in cells in absence of CPT. DT40 Tdp1-/- hTDP1 cells, no CPT, ATP luminescence, 48 h. Potency, µM (titrated, usually from 46.2 µM), for the others: at the top dose activity change, negative = growth inhibition, actives largely listed as inhibitors. actives 15% (n = 420,000). AID 686978, 2013; further: nearly all actives have a fitted effect of over 55% in size
#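 Camptothecin absent (DMSO only). Human TDP1-complemented DT40 knockout cells, 400 cells/well, 37 °C for minimum 48 hr; ATP measured via CellTiter-Glo, 30 min dark incubation, luminescence.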
# Active calls of the source: *; ? = inconclusive; / = not tested or not shown; [ ] = another dose, or the depositor's remark. The call rests on the fitted dose curve; in most records, active means well fitted curve in the direction sought with a large enough effect; inconclusive means small, poorly fitted or top-dose-only effect, or another doubt; inactive means no such curve, though single readings can be large; an effect the other way counts as inactive or inconclusive. On the % scale 0 is the no-effect control and ±100 the full control effect; potency means the concentration at half of the fitted maximal effect.
SMILES,TDP1 cell CPT,KAT2A inh,TDP1 cell noCPT
COc1ccc(CCNCc2ccc3c(c2)n(C)c(=O)n3C)cc1OC,-21.3%,-7.6%,?
CC1(C)OC2CC3C4CCC5=CC(=O)CCC5(C)C4(F)C(O)CC3(C)C2(C(=O)CO)O1 (centres undefined),?,/,-39.4%
CCOc1ccc(NC(=O)CSc2ncc3c(n2)-c2ccc(Cl)cc2N(Cc2ccccc2)S3(=O)=O)cc1,-13.3%,2.6%,-3.9%
COc1nc(N)nc(N)c1NS(=O)(=O)c1ccc(C)cc1,-1.8%,-3.6%,12.8%
Cc1ccccc1NC(=O)c1sc2nc3c(c(-c4ccco4)c2c1N)CCC3,?,-10.9%,?
CCOc1ccccc1CNC(=O)C(C)n1nc(C)c2c(C)n(-c3ccccc3)nc2c1=O (centres undefined),23.1µM*,-8.7%,?
CC(=O)Nc1cccc(-c2csc(C(NC(C)=O)c3ccc(F)c(F)c3)n2)c1 (centres undefined),-11.2%,/,-22.1%
CCNC(=O)c1ccc2nc(Cc3ccccc3)oc2c1,?,1.8%,?
S=C(Nc1ccc2cn[nH]c2c1)Nc1ccccc1Cl,-14.4%,-0.7%,?
COc1ccc(-c2ccc3c(c2)c(C#Cc2ccsc2)c(-c2cc(OC)cc(OC)c2)n3C)cc1,-0.1%,-15.5%,?
Cc1noc(C)c1C(=O)OC(C(=O)NC1CCCC1)c1ccc(F)cc1 (centres undefined),5.2%,-7.4%,33.0%[activator]
CCCCNC(=O)Nc1ccccn1,-3.0%,-1.5%,-0.8%
CC(C)c1ccc(NC(=O)c2cc([N+](=O)[O-])ccc2N2CCOCC2)cc1,-19.5%,-9.5%,-14.3%
Cn1nc(C(C)(C)C)c(NC(=O)c2cccs2)c1C(C)(C)C,-5.0%,-5.0%,-7.1%
O=C(CCSc1nc(-c2ccccc2)c(-c2ccccc2)o1)N1CCCCC1,?,/,?
CC1CCN(S(=O)(=O)c2ccc(NC(=O)Cc3cccs3)cc2)CC1,-19.2%,-14.0%,?
CCCC(=O)Nc1cc(C(=O)NCc2ccccc2)ccc1S(=O)(=O)c1ccc(Cl)cc1,20.6µM*,-11.5%,20.6µM*
O=C(O)c1cccc(Cn2c(Cl)c(/C=N/NC(=O)c3ccc(O)cc3)sc2=O)c1,0.6%,-12.3%,-10.5%
O=C(CN1C(=O)COc2ccc(Cl)cc21)Nc1nccs1,-21.1%,-8.9%,-27.0%
CC1CN(Cc2nc3c(c(=O)n(C)c(=O)n3C)n2CCc2ccccc2)CC(C)O1 (centres undefined),-18.7%,/,-5.8%
COCCCNC(=O)CCNS(=O)(=O)c1ccc(C)cc1,?,0.6%,-3.4%
COc1cc(/C=C/C(=O)OCC(=O)Nc2cc(S(=O)(=O)N3CCCC3)ccc2Cl)cc(OC)c1OC,?,-6.4%,?
c1ccc(SCCCCNC2CCCC2)cc1,-24.1%,-4.1%,?
COc1ccc(CN(C)Cc2cc(=O)oc3cc(C)c(C(C)C)cc23)cc1OC,?,-8.4%,?
CC(C)COc1ccc(C(=O)OCCN2CCOCC2)c(O)c1,-18.2%,-4.2%,?
CCC(C)(C)NC(=O)Cn1c(=O)ccc2cc(S(=O)(=O)N3CCC(C)CC3)ccc21,?,8.6%,?
COCOc1cc(O)c(C(=O)/C=C/c2ccc(OCOC)c(OCOC)c2)c(OCOC)c1,?,/,23.1µM*
CC(C)C[C@@H](C)C(=O)N(Cc1ccccc1)c1ccccc1,?,-5.6%,?
COc1ccc(-c2c3c(=O)n(C)c(=O)n(C)c3c3c(-c4ccccc4)nc4ccccc4n23)cc1,-2.6%,3.8%,2.31µM*
O=C(OCC(=O)N1CCCCCC1)c1ccc(Br)c(S(=O)(=O)N2CCOCC2)c1,-9.5%,-1.7%,-24.2%
Cc1cc(C)nc(SC(C)C(=O)N/N=C/c2cccs2)n1 (centres undefined),-29.3%,-3.0%,?
CCOc1ccc(NC(=O)C(C)Sc2nnnn2C)cc1 (centres undefined),3.1%,-0.1%,0.2%
CCN(CC)S(=O)(=O)c1ccc(C)c(NS(=O)(=O)c2cc(/C=C/C(=O)O)cc(OC)c2OC)c1,-7.4%,-5.3%,-17.1%
Cn1c(C(=O)NC2CC2)cc2c(=O)n(C)c3ccccc3c21,?,-18.8%,?
CCOC(=O)Cc1cnc(NC(=O)NC(C(=O)OCC)(c2ccccc2)C(F)(F)F)s1 (centres undefined),2.3%,0.1%,-1.1%
O=C(CSCc1ccc(F)cc1)N1CCc2c([nH]c3ccccc23)C1c1ccc(F)cc1 (centres undefined),18.4µM*,-23.5%,18.4µM*
CC(=O)Nc1cc(-c2cccc(NS(C)(=O)=O)c2)cn2c(-c3ccccc3)cnc12,?,/,?
C=CCc1cccc2cc(C(=O)Nc3cccc(C(=O)O)c3)c(=O)oc12,-27.1%,23.2%,-28.5%
Cc1[nH]c2ccccc2c1/C=C(\C#N)C(=O)NCc1ccccc1,?,-12.0%,?
COCCn1c(C)cc(C(=O)COC(=O)c2ccccc2Br)c1C,-18.7%,-9.0%,?
O=C(NC1CCSc2ccccc21)c1cc(S(=O)(=O)N2CCOCC2)ccc1Cl (centres undefined),?,-6.1%,?
O=C(CNC(=O)c1ccco1)OCC(=O)c1ccccc1Cl,-12.9%,-3.8%,-6.3%
Cc1ccc(CCNC(=O)CCc2nc3ccccc3[nH]2)cc1,?,-2.7%,-29.8%
COc1cccc(CNC(=O)C2CCCN(S(=O)(=O)c3c(C)noc3/C=C/N(C)C)C2)c1 (centres undefined),-11.8%,-7.2%,-31.3%
O=C(Cn1nnc2ccccc21)c1ccc([N+](=O)[O-])cc1,?,8.9%,?
O=[N+]([O-])c1cc(F)c2cccnc2c1O,9.2µM*,-5.8%,7.31µM*
CN(CC(=O)NCC1CCCCC1)CC(=O)Nc1ccccc1Br,-20.4%,-8.1%,?
COc1ccc(OC)c(NC(=O)CC2C(=O)NCCN2C(=O)c2ccccc2)c1 (centres undefined),0.2%,-1.1%,-22.8%
O=C(Nc1ccccc1N1CCN(C(=O)c2ccccc2)CC1)c1ccc(Cl)cc1,?,2.1%,23.1µM*
C[C@H](NC(=O)Cc1ccccc1)C(=O)N1CCC2(CC1)NCCc1[nH]cnc12,-21.8%,0.3%,0.7%
CCN(C(=O)CN1CCCCCC1)c1c(N)n(Cc2ccccc2)c(=O)[nH]c1=O,-29.4%,-3.0%,-1.7%
CC(=O)c1cccc(NC(=O)c2sc3nc4n(c(=O)c3c2C)CCCC4)c1,?,-0.4%,-4.6%
CCc1ccc(C(=O)COC(=O)C(Cc2ccccc2)NC(=O)C2CCC(C)CC2)cc1 (centres undefined),0.8%,1.8%,-22.8%
CCOc1cc(NC(=O)c2cccs2)c(OCC)cc1NC(=O)c1ccco1,?,-5.4%,-25.8%
Cc1cccc(C)c1NC(=O)CN(C)C(=O)[C@H](C)NC(=O)c1ccco1,-12.4%,-0.7%,1.1%
O=C(NC(Cc1c[nH]c2ccccc12)C(=O)Nc1ccc(F)cc1)c1cccs1 (centres undefined),-13.4%,-12.4%,?
CCOC(=O)N1CCN(CCC(=O)Nc2ccc(Br)cc2)CC1,-12.9%,-1.8%,-27.8%
CCOC(=O)CCCNC(=O)CN1C(=O)NC(CCc2ccccc2)C1=O (centres undefined),5.7%,-0.7%,1.1%
Cc1ccc2nc(SCC(=O)Nc3cccnc3Cl)[nH]c2c1,10.8%,-2.2%,3.7%
CCOc1ccc(NC(=O)CSc2nnc3c(n2)[nH]c2ccc(S(=O)(=O)N4CCCCC4)cc23)cc1,12.6µM*,/,15.8µM*

# Record cards, as listed above. Order of values: TDP1 cell CPT | KAT2A inh | TDP1 cell noCPT
# Cc1ccc2nc(SCC(=O)Nc3cccnc3Cl)[nH]c2c1 reads 10.8% | -2.2% | 3.7%
# CC(=O)Nc1cc(-c2cccc(NS(C)(=O)=O)c2)cn2c(-c3ccccc3)cnc12 reads ? | / | ?

# Continuation:
SMILES,TDP1 cell CPT,KAT2A inh,TDP1 cell noCPT
CCS(=O)(=O)N1CCC2(CC1)OC(=O)C(C)=C2C(=O)NCc1ccc(OC)c(OC)c1,-13.6%,-11.0%,-25.5%
CCOc1ccc(NC(=O)CCC(=O)NNC(=O)Nc2cccc(Cl)c2)cc1,-16.4%,0.7%,4.8%
CCN(CCS(=O)(=O)c1ccc(Cl)cc1)Cc1nc2ccccc2c(=O)[nH]1,-10.3%,-0.2%,1.9%
COc1ccc(OC)c(-c2nnc(NC(=O)C(C)Sc3nncn3C)s2)c1 (centres undefined),-18.1%,1.1%,-19.3%
CCc1nnc(NC(=O)c2cc(-c3ccc(C)o3)nc3ccccc23)s1,?,-27.6%,?
CCOC(=O)C1CCN(S(=O)(=O)c2cc(-c3cc(C)no3)ccc2OC)CC1,-25.9%,-7.6%,-20.7%
Cc1cc(Cl)ccc1C(O)c1ncc(-c2ccc(C(F)(F)F)cc2)[nH]1 (centres undefined),?,/,?
Cc1ccc(/C=C/C(=O)Nc2nnc(C)s2)o1,-8.9%,-5.0%,-8.4%
Cn1c(/C(C#N)=C/c2cccc(O)c2)nc2ccccc21,20.6µM*,0.4%,?
O=C(c1cccc(N2C(=O)C3CC=CCC3C2=O)c1)N1CCCCCC1 (centres undefined),1.4%,-7.3%,-14.4%
CCc1ccc2oc(C(=O)N3CCN(C)CC3)cc(=O)c2c1,-2.5%,14.2%,-6.0%
CCn1ccc2cc(S(=O)(=O)N3CCC(C(=O)NCc4ccc(F)cc4)CC3)ccc21,?,3.7%,?
Cc1ccc(CN2C(=O)C(C)Sc3ccc(C#N)cc32)cc1 (centres undefined),-20.2%,/,?
CC(C)(C)c1ccc(S(=O)(=O)N[C@H]2CC[C@@H](n3cc(C(=O)N4CCCC4)nn3)CC2)cc1,?,/,?
CSCCC(NC(=O)c1cc(C)oc1C)C(=O)O (centres undefined),3.4%,-3.5%,10.0%
O=C(NCc1ccc(F)cc1)c1cc(C2CCCN(C(=O)c3cccs3)C2)on1 (centres undefined),-20.0%,/,?
COc1cccc(Cn2c(=O)oc3ccccc32)c1,1.6%,-1.6%,-3.8%
COc1cc(OC)cc(C(=O)NCCCCNC(=O)c2cc(OC)cc(OC)c2)c1,1.8%,/,-19.0%
Cc1ccc(NC(=O)C2CCN(S(=O)(=O)c3cccc4nsnc34)CC2)cc1,-12.5%,-10.1%,?
O=C(Nc1cccc(F)c1)c1oc2ccccc2c1NC(=O)C12CC3CC(CC(C3)C1)C2,-5.0%,-2.0%,11.9%
COC(=O)C1=C(C)N(CC2CC2)C(=NCc2cc(OC)c(OC)c(OC)c2)N[C@H]1c1ccccc1,?,?,23.1µM*
Cc1ccc2[nH]cc(CCNS(=O)(=O)c3ccc(F)cc3)c2c1,-2.4%,-4.8%,-0.1%
COCC(=O)Nc1cc(C(=O)NCC(C)C)ccc1Cl,3.2%,2.9%,-10.8%
CCCNC(=O)CCC(=O)Nc1ncc(-c2ccc(C)cc2)n1C,1.5%,0.1%,0.7%
Cc1ccc(NC(=O)c2sccc2C)cc1S(=O)(=O)N(C)C,-15.6%,-4.4%,?
O=C(O)C1[C@H]2C(=O)N(Cc3cccs3)C[C@]23C=C[C@H]1O3 (some centres undefined),-3.8%,0.9%,-1.4%
CCc1nc2c(OCC(N)=O)cccn2c1N(C)C(=O)c1cccs1,-6.4%,/,-4.8%
CCOC(=O)c1sc(NC(=O)CCN2CCN(C)CC2)c(C(=O)OCC)c1C,?,0.0%,?
CCOC(=O)c1cc(C)sc1NC(=S)Nc1ccccc1,-17.5%,3.1%,-13.8%
CC(=O)N1CCCc2cc(S(=O)(=O)N3CCCC(C)C3)ccc21 (centres undefined),4.5%,-6.5%,-12.7%
CCOC(=O)Cn1c(=O)oc2cc(S(=O)(=O)N(C)Cc3ccccc3)ccc21,-13.1%,-12.6%,-4.0%
CC(=O)Nc1ccc(-n2c(CCC(=O)O)ccc2-c2ccc(C)cc2)cc1,-8.0%,-1.8%,-25.6%
COc1ccccc1N1CCN(S(=O)(=O)CCNC(=O)c2ccc(Br)o2)CC1,-18.7%,-0.8%,-27.4%

# Some values from the results shown:
# KAT2A inh with `CCOC(=O)c1cc(C)sc1NC(=S)Nc1ccccc1` stands at 3.1%
# TDP1 cell CPT with `CCOC(=O)Cn1c(=O)oc2cc(S(=O)(=O)N(C)Cc3ccccc3)ccc21` stands at -13.1%

# Some entries already given, reduced to KAT2A inh and TDP1 cell noCPT:
compound	KAT2A inh	TDP1 cell noCPT
CCOC(=O)c1sc(NC(=O)CCN2CCN(C)CC2)c(C(=O)OCC)c1C	0.0%	?
CCOC(=O)c1cc(C)sc1NC(=S)Nc1ccccc1	3.1%	-13.8%

# Compound activity (PubChem)

# Some of the compounds tested; count on the stated rates, not on these rows.
